# Screening results (PubChem BioAssay)
# Anthrax LF inh2 = anthrax lethal factor protease inhibition | P15917 | multiplex microsphere protease cleavage assay, LF | inhibition, % at 10 µM | 360,000 tested, 0.12% active | AID 588501; in the data active means inhibition above about 30%; inconclusive means no clear call, values can overlap the other calls; further: plate controls were buffer without enzyme for full effect and enzyme alone for no effect
# Target sequence (P15917 whole entry, looked up): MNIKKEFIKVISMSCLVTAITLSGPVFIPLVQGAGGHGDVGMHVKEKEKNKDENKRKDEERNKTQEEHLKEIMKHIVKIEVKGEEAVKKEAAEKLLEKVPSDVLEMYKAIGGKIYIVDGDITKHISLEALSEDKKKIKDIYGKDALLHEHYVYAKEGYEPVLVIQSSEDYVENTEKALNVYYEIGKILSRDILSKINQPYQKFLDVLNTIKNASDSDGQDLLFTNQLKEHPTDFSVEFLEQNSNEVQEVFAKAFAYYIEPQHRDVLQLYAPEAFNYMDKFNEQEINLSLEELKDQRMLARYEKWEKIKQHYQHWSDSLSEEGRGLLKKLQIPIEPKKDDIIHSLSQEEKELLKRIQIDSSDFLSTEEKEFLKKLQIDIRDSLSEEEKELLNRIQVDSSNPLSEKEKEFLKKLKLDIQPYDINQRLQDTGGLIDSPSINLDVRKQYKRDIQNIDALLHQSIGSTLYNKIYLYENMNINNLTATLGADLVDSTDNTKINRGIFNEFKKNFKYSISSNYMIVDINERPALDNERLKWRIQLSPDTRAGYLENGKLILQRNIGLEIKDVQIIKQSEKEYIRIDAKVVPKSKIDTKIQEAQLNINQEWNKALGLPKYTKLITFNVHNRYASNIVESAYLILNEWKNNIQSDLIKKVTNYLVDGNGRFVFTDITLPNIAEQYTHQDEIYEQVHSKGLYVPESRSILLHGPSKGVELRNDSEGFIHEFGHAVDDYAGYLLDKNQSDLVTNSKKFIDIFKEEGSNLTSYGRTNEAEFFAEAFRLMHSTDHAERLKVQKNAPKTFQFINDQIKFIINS
# Yp Topo-I inh = blocks Yersinia pestis topoisomerase I activity. Y. pestis Topo-I cleavage product accumulation, plate reader. activity, % at 10 µM. 360,000 tested, 0.064% active; in the data active means activity above about 50%, passing the limit was not always enough; inconclusive means no clear call, values can overlap the other calls; further: inactives centre near 2
# BH1578 lux ind = inducers of Vibrio cholerae quorum light production without autoinducers | AID 588436 | 350,000 tested, 0.16% active | V. cholerae BH1578 lux reporter, luminescence, 6 h | activation, % at 18.7 µM; in the data active means activation mostly above about 9.7%, no sharp cut-off; inconclusive means no clear call, values can overlap the other calls; inactive means mostly below about 3.7%; further: not every result past the cut was called active; inactives centre near 0; reference of the scale not given here
# Rv3671c inh = inhibitors of M. tuberculosis serine protease Rv3671c. inhibition, % at 5.96 µM. AID 2606. P9WHR9. 320,000 tested, 0.048% active; in the data active means inhibition above about 38%;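 further: extracellular domain of Rv3671c used as enzyme; 0% = enzyme with DMSO and 100% = no enzyme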
# DUSP3 inh = inhibitors of human VHR1 phosphatase (DUSP3); P51452; recombinant VHR phosphatase, pNPP absorbance; inhibition, % at 13.3 µM; 290,000 tested, 0.52% active; in the data active means inhibition above about 50%; further: some compounds called inactive have numbers as strong as hits
# Target sequence (P51452 whole entry, looked up): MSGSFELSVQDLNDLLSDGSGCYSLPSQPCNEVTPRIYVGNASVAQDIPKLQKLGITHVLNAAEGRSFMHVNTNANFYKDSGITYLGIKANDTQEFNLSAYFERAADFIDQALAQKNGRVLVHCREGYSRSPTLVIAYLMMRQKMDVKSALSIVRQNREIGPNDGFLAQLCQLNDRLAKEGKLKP
# PriA SSB inh = inhibitors of Klebsiella pneumoniae PriA binding to SSB C-terminal tail; AlphaScreen SSBct-PriA binding, biotinylated peptide; inhibition, % at 33 µM; 430,000 tested, 0.6% active; in the data active means inhibition mostly above about 37%, no sharp cut-off; inactive means mostly below about 20%;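 further: plate controls were negative control peptide for no effect and reference peptide for full effect; strong numbers were not always called active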
# PfHsp40 rescue = restores yeast growth despite PfHsp40 toxicity. S. cerevisiae expressing PfHsp40, growth rescue, ATP luminescence. 340,000 tested, 0.68% active. growth rescue, % at 12.5 µM. AID 504582; in the data active means growth rescue above about 28%, passing the limit was not always enough; inconclusive means no clear call, values can overlap the other calls;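 further: yeast W303a lacking pdr1 and pdr3 grown in galactose medium; growth measured after three days at 30 °C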
# MazEF act = MazEF (E. coli) toxin RNase activation. FAM/BHQ RNA-DNA oligo cleavage fluorescence, 5 h. activation, % at 20 µM. 350,000 tested, 0.32% active. AID 504720; in the data active means activation above about 50%
# Target sequence (P0AE70 whole entry, looked up): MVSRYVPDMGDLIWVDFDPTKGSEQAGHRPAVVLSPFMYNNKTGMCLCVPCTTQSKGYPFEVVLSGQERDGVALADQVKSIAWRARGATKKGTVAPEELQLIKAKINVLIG
# TcdB GH inh = TcdB glycohydrolase inhibition | AID 652162 | TcdB glycohydrolase enzymatic assay, plate reader | 350,000 tested, 0.24% active | inhibition, % at 9.99 µM; in the data active means inhibition above about 10%
# 3CLpro inhibitor = SARS-CoV 3CLpro protease inhibition; 290,000 tested, 0.14% active; recombinant SARS-CoV 3CLpro, quenched FRET peptide cleavage; P0C6X7; inhibition, % at 6 µM; in the data active means inhibition above about 12%
# An asterisk follows results filed as active; i = inactive; ? = inconclusive; / = no result given; & = joins results of further samples. An excerpt, so the mix of outcomes need not match the whole.
SMILES,Anthrax LF inh2,Yp Topo-I inh,BH1578 lux ind,Rv3671c inh,DUSP3 inh,PriA SSB inh,PfHsp40 rescue,MazEF act,TcdB GH inh,3CLpro inhibitor
O=C(CN1C(=O)NC2(CCSC2)C1=O)NCc1ccccc1 (stereo not given),5,0,-0.9,0,5,-5,0.4,7,0.3,1
O=C(NC1CCCC1)C(Cc1ccccc1)n1cccc1 (stereo not given),-5,0,-0.4,3,-2,6,0.6,2,0.1,-1
CC[C@@]1(C(=O)OC)N[C@H](CN(C)S(=O)(=O)c2ccc(C(F)(F)F)cc2)[C@@H]2C(=O)N(C)C(=O)[C@@H]21,-7,-2,-1.0,-5,/,0,-0.6,2,1.2,/
CCc1nn(C(C)C(=O)N(C)Cc2ccccc2)c(=O)c2cc3occc3n12 (stereo not given),0,-7,2.0,-3,6,5,0.9,9,-0.7,-4
CCNC(=S)NNC(=O)c1cccs1,-2,1,i,2,8,0,-1.3,8,/,-6
Cc1ccc(S(=O)(=O)NCCC(C)C)cc1[N+](=O)[O-],-2,4,-0.3,-3,-8,-12,2.2,9,0.1,-4
CCOC(=O)Cc1csc(NC(=O)CSc2nnc(-c3ccc(C)cc3)o2)n1,-6,18,-2.2,1,1,-9,2.7,6,/,0
CC(C)NC(=S)NC(=O)/C=C/c1cccc2ccccc12,-1,2,i,-2,-14,0,0.0,9,0.6,2
COC(=O)C1=CN(C2CC2)C=C(C(=O)OC)C1c1ccccc1OC,-4,20,i,-2,-2,-19,-0.3,1,/,0
CC(=O)c1c(C)[nH]c(C(=O)OCC(=O)NCCC2=CCCCC2)c1C,-7,-5,-1.2,-4,/,0,1.4,-2,-4.5,/
CCOC(=O)Cc1cc(=O)n2[nH]c(-c3ccc(C)cc3)cc2n1,0,5,3.3,3,-2,-30,1.0,0,/,1
O=C(CN1C(=O)NC2(CCCC2)C1=O)Nc1nc2c(F)cc(F)cc2s1,8,-5,-1.1,2,/,-7,-1.2,0,1.3,/
CCOC(=O)N1CCN(C(=O)COC(=O)Cc2ccc(Cl)cc2)CC1,2,2,i,1,17,-5,-1.3,-2,-0.9,-3
O=C(Nc1ccnn1C1CCN(C(=O)c2ccccc2C(F)(F)F)CC1)C1CC1,10,-4,i,3,26,-23,1.2,-9,1.4,-1
Cc1nc2ccccc2c(=O)n1NC(=O)c1c(O)c2c(n(CC(C)C)c1=O)CCCC2,0,49,i,1,4,-16,?,-45,/,3
Cc1cccc(C)c1NC(=O)CN(C)C(=O)C1CC1C (stereo not given),7,11,-1.4,2,/,2,-1.0,5,-2.6,/
COC(=O)N/N=C/c1sc(N2CCCCC2)nc1-c1cccs1,-5,-4,2.2,6,20,/,-0.2,5,2.1,3
O=C(CCNc1ccc(Cc2ccncc2)cc1)c1ccc([N+](=O)[O-])cc1,-2,10,-0.3,2,-8,47*,-0.4,-5,-0.7,2
Cc1oncc1C(=O)NC(C)C,-1,8,14,15,-2,-8,-1.2,9,/,2
OC1(c2nc3ccccc3[nH]2)CCCCC1,-4,5,-0.5,-2,/,-3,-1.1,-1,0.0,/
COc1ccc(OC)c(-c2csc(NC(=O)CSc3nnnn3C)n2)c1,-1,3,0.0,8,/,7,0.5,-5,1.2,/
CC(OC(=O)CCc1nc2ccccc2c(=O)[nH]1)C(=O)NCc1ccc2c(c1)OCO2 (stereo not given),5,-2,-0.3,0,16,-9,-0.2,0,/,-4
CC(=O)Nc1ccc(NC(=O)CN2CCN(c3ccccn3)CC2)cc1,0,-11,-5.6,1,-1,-3,-0.9,8,1.1,-5
COc1cccc(C(=O)NNC2=CC(=O)CC(C)(C)C2)c1,-2,1,0.0,8,42,1,0.6,0,/,-1
COc1ccc(S(=O)(=O)N2CCc3ccccc32)cc1C(=O)N1CCC(C)CC1,10,21,/,0,/,-1,-0.6,0,1.2,/
CCc1nnc(NC(=O)CCS(=O)(=O)Cc2ccccc2)s1,-2,0,1.3,-10,7,-6,-0.6,1,-9.6,0
CCc1ccccc1N(C(=O)c1snc(C(N)=O)c1N)C(C(=O)NCC1CCCO1)c1c[nH]c2ccccc12 (stereo not given),-6,15,-0.2,-5,22,16,0.1,2,0.8,-2
CCOC(=O)C1=C(N)Oc2cc(O)ccc2C1c1ccc([N+](=O)[O-])cc1 (stereo not given),1,-2,-0.2,-10,-5,-2,-1.7,1,1.8,0
NC(=O)Nn1c(CCC(=O)O)ccc1-c1ccc(Cl)cc1,6,6,-0.2,-7,19,-16,-0.3,-2,-0.4,2
COC(=O)C1=COC(OC2OC(CO)C(O)C(O)C2O)C2C(C)CC(=O)C12 (stereo not given),7,0,-0.7,/,/,/,/,/,-0.9,/
Cn1c(=O)oc2cc(S(=O)(=O)Nc3cccc4c3CCCC4)ccc21,-2,10,-2.6,2,-5,-15,-1.6,1,/,1
Cn1cccc1/C=N/NC(=O)c1ccc[n+]([O-])c1,-7,-5,i,-1,2,/,0.0,-15,-1.2,2
COC(=O)CSc1nc2cc3c(cc2cc1C)OCO3,-6,10,i,1,35,-17,1.4,-1,1.1,2
O=C(O)c1ccc(N2CCCC2=O)cc1,1,-6,-0.2,1,7,-12,0.7,7,/,-4
CCCc1cc(=O)[nH]c(N/N=C/C=C\c2ccccc2)n1,0,4,0.8,-4,43,/,0.7,3,-3.0,1
CSCCC(NC(=O)c1ccccc1)C(=O)N1CC=C(c2ccccc2)CC1 (stereo not given),0,24,-2.0,-2,10,6,0.8,1,0.3,2
CNC(=O)COC(=O)/C=C/c1cn(-c2ccccc2)nc1-c1ccc(C)o1,-7,9,i,-13,8,-3,2.0,6,0.9,4
O=S(=O)(c1cccs1)N1CCN(c2ccccc2Cl)CC1,-3,26,i,2,1,-9,6.1,-23,0.5,7
CSc1cccc(NC(=O)CCCOc2cc(=O)n(C)c3ccccc23)c1,-1,40,i,/,/,/,/,/,0.7,/
Cc1ccc(N2CC(C(=O)OCC(=O)Nc3cccc(Cl)c3C)CC2=O)cc1 (stereo not given),2,1,-5.0,/,/,-9,5.6,1,-1.4,/
Nc1nc(NCCCN2CCOCC2)nc(Nc2cccc(Cl)c2)c1[N+](=O)[O-],-4,-8,-0.4,3,41,18,0.1,7,1.6,9
CC(C)NC(=O)c1c(CSc2ccc(Cl)cc2)noc1C(=O)NCc1ccccc1,4,8,0.5,-2,/,-20,2.6,1,0.5,/
CCOC(=O)CON1C(=O)c2ccccc2C1=O,0,3,-0.7,-2,10,-10,-0.7,4,/,3
CCCNC(=O)CN1C(=O)NC(CC)(c2ccc(F)cc2)C1=O (stereo not given),-2,-9,i,2,21,-8,0.4,10,1.1,-1
O=c1[nH]c(=O)c2[nH]c(=O)n(-c3ccccc3)c2[nH]1,2,-4,/,/,/,-3,-1.2,7,0.6,/
Cc1ccsc1CNCc1cc(Cl)ccc1O,-7,1,-0.6,3,/,-6,1.9,1,0.4,/
Cc1cccc(S(=O)(=O)Nc2nc3ccccc3nc2NCc2ccco2)c1,1,5,i,2,-15,-9,0.1,3,/,-3
COc1ccc(S(=O)(=O)N2CCN(Cc3ccccc3)CC2)cc1,-4,-1,-0.5,0,-1,-12,-0.2,5,/,5
CCN(CC)CCNCc1ccc(-c2ccc(Cl)cc2)o1,-6,3,-0.5,-4,8,2,-0.3,6,-0.2,-1
O=C(NCCc1ccc(F)cc1)c1ccc([N+](=O)[O-])cc1,7,-7,-0.2,7,21,3,0.7,-1,-0.1,1
O=C(N[C@@H]1C/C=C\C[C@H](CC(=O)N(CCO)Cc2ccccc2)C(=O)NC[C@@H](c2ccccc2)OC1=O)OCC1c2ccccc2-c2ccccc21,-5,1,-0.4,-26,/,16,-0.5,-4,-0.8,/
CCOc1cc(/C=C2/C(=O)ON=C2C)ccc1OCc1ccccc1,/,/,/,-2,6,-6,/,-40,0.3,2
CC1=C(C(=O)OC2CCCCC2)C(c2ccc(C)o2)C2=C(CCCC2=O)N1 (stereo not given),-2,8,i,-1,19,-2,1.0,2,/,4
Cc1ccc(-n2cc(CNC(C)Cc3cnccn3)c(-c3cccc(C)c3)n2)cc1 (stereo not given),-7,5,-1.3,9,31,8,-1.0,-1,0.8,-3
CC(=O)c1sc(-c2ccc(F)cc2F)nc1C,-19,-5,12,1,18,-6,-1.6,1,1.5,6
CC1(C)Cc2nc3sc4c(OCc5ccccc5)ncnc4c3cc2CO1,3,7,i,-17,27,9,-0.7,6,/,-2
COc1cc(NC(=O)CSc2nc3c(C)ccc(C)c3cc2C)c(C(=O)O)cc1OC,-2,6,-0.3,2,4,-20,1.0,0,-0.2,-1
O=C(NCc1ccccn1)c1ccc(NC(=O)c2ccco2)cc1,0,-4,0.4,5,-8,-10,-1.0,8,/,-4
Nc1cccc2[nH]c(=O)c3ccccc3c12,-1,-1,i,/,/,11,-0.2,7,2.0,/
O=C(CCc1ccccc1)Nc1ncn[nH]1,-5,6,0.7,-1,53*,-4,-1.2,6,/,-1

# Three structures from above, ordered by length of the SMILES, smallest number first.
SMILES,Anthrax LF inh2,Yp Topo-I inh,BH1578 lux ind,Rv3671c inh,DUSP3 inh,PriA SSB inh,PfHsp40 rescue,MazEF act,TcdB GH inh,3CLpro inhibitor
Nc1cccc2[nH]c(=O)c3ccccc3c12,-1,-1,i,/,/,11,-0.2,7,2.0,/
Cc1cccc(S(=O)(=O)Nc2nc3ccccc3nc2NCc2ccco2)c1,1,5,i,2,-15,-9,0.1,3,/,-3
CCc1nn(C(C)C(=O)N(C)Cc2ccccc2)c(=O)c2cc3occc3n12 (stereo not given),0,-7,2.0,-3,6,5,0.9,9,-0.7,-4

# (list continues)
SMILES,Anthrax LF inh2,Yp Topo-I inh,BH1578 lux ind,Rv3671c inh,DUSP3 inh,PriA SSB inh,PfHsp40 rescue,MazEF act,TcdB GH inh,3CLpro inhibitor
CC(=O)c1c(C(C)=O)c(C)n(Cc2ccc(Cl)cc2)c1C,0,1,/,3,-6,-13,-0.3,3,/,5
CN(C)N=O,-2,4,-0.3,-7,/,7,-1.1,6,-0.2,/
COc1ccc(OC)c(NC(=O)CN2C(=O)NC3(CCCc4ccccc43)C2=O)c1 (stereo not given),-5,-1,i,6,/,2,0.2,5,0.8,/
Cc1ccc(NCc2nnc(SCC#N)o2)c(C)c1,-5,1,-5.0,-3,26,-2,-1.2,4,/,-2
C[C@@H]1CN(S(=O)(=O)C(C)(C)C)[C@H](CCO)/C1=C\c1ccccc1,-10,-5,i,/,/,-1,-0.8,-8,0.6,/
CCC(CC)C(=O)Nc1nnc(S(=O)(=O)N2CCCCCC2)s1,1,9,-0.2,-4,-2,-21,-0.9,10,-0.1,5
Cc1ccc(CSCC(=O)NCc2cccs2)cc1,-3,-8,i,6,21,0,0.2,-2,0.9,-4
CCc1nc2ccc(C(=O)Nc3cccc(OCC(=O)N(C)C)c3)cn2c1N(C)Cc1ccc(N(C)C)cc1,-6,21,0.1,/,/,/,/,/,-2.1,/
CCOC(=O)C1(CCCc2ccccc2)CCN(CCCn2cccn2)CC1,-1,9,-0.5,3,13,-3,-0.5,1,1.4,5
Cc1cc(NC(=O)c2ccc(S(=O)(=O)N3CCCC3)cc2)nc2c1c(=O)oc1ccccc12,0,2,-1.2,/,0,-1&9,0.3,-3,/,-4
O=C1CCC/C1=C/Nc1ccc(Cl)cc1,2,-6,0.8,6,24,-1,1.6,1,0.2,7
CN1CCN(NC(=O)CN2C(=O)/C(=C/c3ccccc3Cl)SC2=S)CC1,-4,15,-4.2,-34,-12,-17,5.5,0,0.5,0
CCOc1ccc2c(c1)C(C)=CC(C)(C)N2S(=O)(=O)c1ccc(F)cc1,-8,8,i,-8,43,-18,-0.3,-16,0.3,-1
CCc1cc2cc(C(=O)N3CCN(Cc4ccccc4)CC3)sc2s1,-4,39,-0.6,-5,0,-2,-0.2,0,/,3
Cc1cccc(CSC2=NCCN2C(=O)c2ccco2)c1,-12,3,-0.6,2,29,-10,-0.1,4,2.5,-1
O=C(NCc1ccco1)Nc1cccc(-c2ccccc2)c1,-6,3,-5.9,/,/,-4,-1.2,5,1.0,/
COC(=O)c1c(C)oc2ccc(N(C(C)=O)S(=O)(=O)c3ccccc3)cc12,-3,20,-0.3,-7,30,-4,-0.8,6,0.1,-3
